EBI2 antag = EBI2 (human) antagonism; EBI2 beta-arrestin recruitment, luminescence, 7a,25-OHC stimulated; P32249; 360,000 compounds, 0.81% hits; inhibition, % at 5 µM; in the data active means inhibition above about 38%;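 further: enzyme fragment complementation signal reports receptor beta-arrestin coupling in cells; 0% = agonist plus DMSO wells and 100% = wells without agonist; some results beyond the cut were filed as inactive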
Target sequence (P32249 whole entry, looked up, the tested form may be a part): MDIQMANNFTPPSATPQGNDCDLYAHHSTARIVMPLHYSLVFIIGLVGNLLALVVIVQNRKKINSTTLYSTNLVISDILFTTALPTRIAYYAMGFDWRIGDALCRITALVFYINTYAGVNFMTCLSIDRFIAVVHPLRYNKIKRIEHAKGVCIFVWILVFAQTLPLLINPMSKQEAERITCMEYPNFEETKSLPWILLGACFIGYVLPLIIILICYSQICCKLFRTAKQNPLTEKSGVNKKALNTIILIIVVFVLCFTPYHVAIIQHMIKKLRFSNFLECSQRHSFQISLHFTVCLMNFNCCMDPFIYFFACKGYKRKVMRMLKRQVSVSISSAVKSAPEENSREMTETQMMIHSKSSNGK
Jurkat NFkB inh = inhibitors of the PMA/ionomycin-induced NF-kB reporter in Jurkat cells | PMA/ionomycin-induced NF-kB luciferase reporter, luminescence | inhibition, % at 4 µM | 330,000 compounds, 0.53% hits | AID 435003; in the data active means inhibition above about 50%
Mdm2-MdmX inh = inhibitors of human Mdm2/MdmX interaction; O15151+Q00987; inhibition, % at 8 µM; 330,000 compounds, 3% hits; SaOS-2 split-luciferase Mdm2/MdmX complementation, luminescence;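 active means inhibition of at least 50% at 8 µM in the primary screen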
UPR XBP1 act = adaptive UPR (XBP1) activation; activation, % at 20 µM; AID 463104; CHO-XBP1 luciferase reporter, IRE1-XBP1 UPR activation, luminescence; percent of tunicamycin response, DMSO as zero; 330,000 compounds, 0.33% hits;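 active means versus positive control, 20 µM dose yields 30% or more activation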;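 further: 100% = tunicamycin at 10 µg/mL and 0% = DMSO only wells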
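Material: CHO-XBP1 cells stably carrying IRE1-XBP1-driven luciferase reporter / Amount: 1000 cells per well / Compound: 20 µM, 1% DMSO / Times: 6 h treatment, 37 °C / Detection: luciferase luminescence / Measure: % activation of reporter signal versus tunicamycin and DMSO controls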
CXCR6 block = inhibitors of human CXCR6 receptor; O00574; CHO-K1 PathHunter CXCR6 beta-arrestin, luminescence; inhibition, % at 20 µM; 360,000 compounds, 0.36% hits; in the data active means inhibition above about 34%, passing the limit was not always enough;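 further: antagonist mode with CXCL16 agonist at 10 nM final; 0% = 10 nM CXCL16 with DMSO and 100% = unstimulated wells without agonist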
697 NFkB inh = lowers PMA/ionomycin-induced NF-kB signal in 697 B cells | 697 B-cell NF-kB luciferase reporter, 16 h | inhibition, % at 4 µM | 330,000 compounds, 0.33% hits; in the data active means inhibition above about 35%
Gli-Sufu antag = Gli-Sufu pathway antagonism; Sufu-KO-LIGHT fibroblasts, Gli luciferase reporter luminescence; 340,000 compounds, 0.74% hits; inhibition, % at 5 µM; AID 588413;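 active means inhibition above about 55%, limit read from the data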;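 further: 0% = DMSO-treated cells and 100% = wells with medium but no cells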
CCR6 antag = antagonists of human CCR6 receptor | P51684 | 340,000 compounds, 0.49% hits | inhibition, % at 20 µM | CHO-K1 CCR6 PathHunter beta-arrestin, luminescence, CCL20-stimulated;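 active means compounds whose inhibition of the agonist-driven luminescence signal at 20 µM reaches about 50%, limit read from the data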;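 further: cells stimulated with CCL20 at 14 nM final; plate controls were DMSO with CCL20 for no effect and DMSO without agonist for full effect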
Target sequence (P51684 whole entry, looked up): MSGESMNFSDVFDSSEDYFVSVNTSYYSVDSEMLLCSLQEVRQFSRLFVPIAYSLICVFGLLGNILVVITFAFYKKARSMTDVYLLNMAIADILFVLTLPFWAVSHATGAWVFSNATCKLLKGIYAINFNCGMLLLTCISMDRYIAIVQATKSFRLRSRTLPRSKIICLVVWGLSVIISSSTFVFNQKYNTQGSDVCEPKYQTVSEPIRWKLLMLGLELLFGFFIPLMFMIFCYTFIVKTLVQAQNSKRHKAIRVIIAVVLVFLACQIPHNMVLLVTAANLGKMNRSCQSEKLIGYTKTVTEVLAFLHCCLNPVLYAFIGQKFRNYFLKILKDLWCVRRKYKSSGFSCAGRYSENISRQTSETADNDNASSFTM
CHOP UPR activ = apoptotic UPR (CHOP) activation; CHO-CHOP luciferase reporter, luminescence; percent of tunicamycin response over DMSO baseline; activation, % at 10 µM; 330,000 compounds, 0.34% hits;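 active means at 10 µM dose, activation of 40% or more, normalized to positive control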;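 further: 100% = tunicamycin at 10 µg/mL and 0% = DMSO alone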
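Test system: CHO-CHOP cells, stable luciferase reporter of PERK-eIF2a-CHOP signalling | Quantity: 500 CHO-CHOP cells per well | Buffer or medium: F12 plus 10% serum | Compound dosing: 10 µM single point, 0.5% DMSO | Schedule: 6 h compound treatment, 37 °C | Signal: Luciferase luminescence | Control set: Tunicamycin high control, DMSO low control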
* = called active by the depositor; nt = not tested or not shown.

Molecule	EBI2 antag	Jurkat NFkB inh	Mdm2-MdmX inh	UPR XBP1 act	CXCR6 block	697 NFkB inh	Gli-Sufu antag	CCR6 antag	CHOP UPR activ
COc1ccc(F)cc1C(=O)C1CCCN(Cc2c(C)n(C)n(-c3ccccc3)c2=O)C1 (configuration not stated)	-2.8	-6.2	3.6	1.0	2.7	3.2	19.7	4.0	-0.8
CCc1cccc2c(C(=O)CN3C(=O)NC4(CCCCCC4)C3=O)c[nH]c12	0.9	93.9*	19.6	1.2	-9.4	-15.4	-6.4	-5.4	-0.5
CCOC(=O)c1ccc(N2C(=O)CC(N(C)CCc3ccc(OC)c(OC)c3)C2=O)cc1 (configuration not stated)	2.9	6.2	-2.0	0.3	2.4	5.6	-1.6	-3.7	0.2
O=C(CN1CCN(c2ccc(O)cc2)CC1)Nc1ccc(-c2ccccc2)cc1	-8.2	4.9	2.4	-3.7	-23.2	-29.1	32.3	-0.3	3.3
COc1cc(OC)c(C2SCCCS2)cc1OC	-1.3	6.7	7.9	1.8	4.4	-13.4	41.6	6.0	5.6
Nc1nc(SCc2ccc(Br)cc2)[nH]c(=O)c1-c1ccccc1	-0.4	-25.0	-15.3	-0.2	-1.9	5.0	-16.6	-14.0	-0.6
O=C(COC(=O)C1CCCCC1)Nc1ccc(S(=O)(=O)N2CCOCC2)cc1	-4.7	10.0	28.8	-4.2	0.8	10.2	-0.8	14.6	-0.8
ON(Cc1c(F)cccc1Cl)Cc1c(F)cccc1Cl	0.9	0.2	-4.4	-0.9	4.6	10.7	-3.1	6.8	-1.0
COCc1nnc(NC(=O)C2CC(=O)N(c3ccc(C)c(Cl)c3)C2)s1 (configuration not stated)	8.8	11.4	-8.7	-1.1	6.3	-10.5	-2.8	7.4	-0.5
O=C(c1sc2cc([N+](=O)[O-])ccc2c1Cl)N1CCCCC1	-3.0	8.0	-20.1	1.6	-13.9	-9.2	-9.9	10.6	5.0
Cc1ccc(-n2nc3c(c2NC(=O)c2ccc(S(=O)(=O)N4CCOCC4)cc2)CSC3)c(C)c1	4.9	11.1	5.2	-2.4	2.8	-4.2	-1.6	14.4	0.5
CN(CC(=O)Nc1cccc(F)c1)C(=O)c1cccnc1Sc1ccccc1Cl	2.9	14.7	18.3	-1.7	3.8	14.0	33.1	0.3	0.7
CC(C)CN=Cc1c(O)c([N+](=O)[O-])cc2oc3c(c12)CCCC3	-7.8	6.8	0.6	-1.6	33.5	-4.6	-5.3	36.3	0.8
CSCC[C@H](NC(=O)NCc1ccc(F)cc1)C(=O)O	0.0	0.4	-5.6	-4.4	1.9	10.7	-1.9	16.5	2.4
CSc1nc(-c2ccccc2F)c(C#N)c(=O)n1C	-1.2	16.0	4.1	0.5	-0.7	5.7	-12.5	9.5	1.3
CCCCn1c(SCC(=O)Nc2cc(C)on2)nc2ccccc2c1=O	-4.9	9.3	7.7	-1.8	4.4	2.7	19.4	-11.7	0.1
CCC(=O)c1ccc(OCC(O)Cn2nc(C)c(C(C)=O)c2C)cc1 (configuration not stated)	0.4	9.1	4.8	2.2	-11.2	9.3	-8.0	15.4	0.2
Brc1ccc(C2=CSC3=NCCN23)cc1	-2.0	-4.0	16.7	2.6	-4.5	18.7	14.1	12.1	-0.5
CC1CCN(c2nc(-c3ccco3)c3c(c2C#N)CC(C)(C)OC3)CC1	6.6	-5.0	6.0	-0.4	7.0	-19.0	5.8	14.1	3.2
CCOC(=O)CCc1c(C)nc(SCCCn2c(=O)[nH]c3ccccc32)c(C#N)c1C	4.9	-9.9	12.9	-3.0	-7.1	-2.3	6.7	16.0	0.3
O=C(COC(=O)C12CC3CC(CC(C3)C1)C2)Nc1ccc(OC(F)F)cc1	-11.0	-1.3	0.7	4.5	-3.3	18.3	0.6	24.1	-1.6
Cn1nc(C(=O)Nc2nc(-c3ccccn3)cs2)c2ccccc2c1=O	-11.3	11.0	25.4	12.7	0.4	15.9	2.9	11.2	6.2
COCCn1nnnc1C(c1cc2cc(C)cc(C)c2[nH]c1=O)N1CCN(c2ccccc2F)CC1 (configuration not stated)	2.8	0.1	-15.9	1.6	-1.2	-17.5	-1.9	-2.0	0.3
CC1=CC(C)(C)N(C(=O)c2ccccc2)c2ccccc21	21.2	-5.1	0.9	-1.2	10.1	20.8	0.5	26.1	-0.3
O=C(Nc1ccc2c(c1)OC1(CCCC1)O2)C1CC1	-7.0	-25.5	-1.5	2.2	7.9	-23.9	-22.0	-5.2	6.6
O=C(Nc1c(C(=O)N2CCOCC2)cnn1-c1ccccc1)c1ccccc1F	4.0	13.6	28.3	0.2	1.9	6.1	18.8	2.7	-0.2
O=C(NCCCN1CCN(c2ccccc2F)CC1)Nc1ccccc1[N+](=O)[O-]	-14.8	-4.2	1.9	-0.6	-12.6	15.1	5.0	7.4	0.1
O=C(O)c1ccc(N/N=C/c2ccc(-c3ccccc3)cc2)cc1	13.9	nt	nt	nt	6.6	nt	-58.5	4.8	nt
CCOC(=O)c1csc(NC(=O)CSc2nnnn2CC)n1	-2.5	3.7	-16.3	0.4	1.9	2.0	-9.5	0.2	0.7
Cc1cccnc1NC(=O)c1ccc(S(=O)(=O)N2CC(C)OC(C)C2)cc1 (configuration not stated)	1.0	-2.5	18.4	-1.4	-2.9	-11.0	-6.7	-9.5	-1.7
O=C(c1cn(-c2ccccc2)nc1-c1ccncc1)n1nnc2ccccc21	1.9	-5.8	29.1	-5.4	21.9	4.9	-4.1	4.6	98.7*
CCN(c1ccccc1)c1nc(C#N)nc(N(CC)c2ccccc2)n1	19.2	8.7	36.7	0.0	7.3	13.5	1.9	29.2	1.9
CC(OC(=O)c1ccncc1)C(=O)Nc1cc(S(=O)(=O)N2CCCCC2)ccc1Cl (configuration not stated)	-10.8	7.3	-14.0	-0.3	-1.8	-62.9	1.9	-3.5	4.5
O=C(Nc1nc2ccc(SC(F)F)cc2s1)c1ccc(NS(=O)(=O)c2ccc(F)c(F)c2)cc1	-3.2	-32.3	-23.1	1.6	-13.0	-39.9	-14.2	11.8	7.4
CC(C)(C)c1cc2nc(N)nc(N)n2n1	-6.2	-5.8	7.5	-1.8	-6.9	-7.2	-2.6	-5.8	2.7
Cc1ccc(C)c(NC(=O)CN(C)C(=O)CC2OC(=O)c3ccccc32)c1 (configuration not stated)	-10.7	-8.6	-9.8	-0.6	-1.6	-23.5	-19.7	3.5	-1.0
Cc1ccc(NC(=O)CN(C)C(=O)c2ccc(COc3ccccc3)cc2)cc1	-12.9	-2.4	20.0	0.4	-5.0	-2.7	-19.9	15.1	2.7
CCN(CC)c1ccc(NC(=O)c2ccccc2F)cc1	11.4	-61.3	-131.0	0.3	-6.5	-163.2	-75.7	-9.6	2.7
Cc1cccc(OCC(=O)Nc2ccc3oc(=O)ccc3c2)c1C	3.2	18.6	19.6	-0.4	-0.8	7.7	22.1	2.8	-0.7
O=C(CSc1nc(-c2ccco2)cc(C(F)(F)F)n1)N1CCN(c2ccc(Cl)cc2)CC1	12.1	5.2	35.4	-7.1	7.5	11.6	10.4	-3.1	-1.1
OCC1(CCc2ccccc2)CCN(Cc2cnc(N3CCCC3)s2)CC1	4.5	1.0	5.5	-3.5	-0.6	0.8	-5.8	6.7	-1.0
CSC1CCCCC1(O)CSc1nc2ccccc2o1 (configuration not stated)	4.4	9.8	14.0	-1.8	-2.6	-9.0	-8.0	-8.2	-0.3
CSC1=N/C(=C\c2ccc(Br)o2)C(=O)S1	3.8	3.1	-3.5	-2.3	9.2	-5.6	-0.6	21.5	-1.2
O=C(OCc1nnc(-c2ccccc2)o1)c1cc(=O)[nH]c2ccccc12	-5.8	-2.3	23.0	3.2	-5.4	18.0	-7.2	3.1	1.9
N#Cc1c(-c2ccco2)c2c([nH]c1=S)CCCC2	-10.3	-12.8	11.2	-3.0	-8.4	-3.6	-1.1	-8.4	-1.8
Cc1ccc(SCC(=O)NCc2ccco2)cc1	6.0	-5.8	13.6	0.3	-1.7	-3.9	-1.9	-7.4	0.2
CCOc1ccc(NC(=S)N(CC)Cc2ccccc2)cc1	nt	-9.9	-2.7	2.6	nt	-13.8	nt	nt	2.6
O=C(CCCN=C1NS(=O)(=O)c2ccccc21)OCc1ccccc1	9.8	12.1	4.6	-0.4	-16.9	8.5	1.2	1.9	1.1
CC1CCC(=NNC(=O)Cc2ccccc2)CC1 (configuration not stated)	-1.7	14.3	12.8	-0.5	-3.8	14.6	-0.2	-2.2	0.3
C[C@H](CO)N1C[C@H](C)[C@@H](CN(C)C(=O)Nc2ccc(C(F)(F)F)cc2)Oc2ccc(NC(=O)Cn3cnnn3)cc2C1=O	-4.3	-3.9	8.6	-3.0	-7.1	-0.7	-15.8	2.2	-0.6
CCOC(=O)c1ccc2[nH]c3c(c2c1)CCCC3O (configuration not stated)	14.6	-23.1	4.4	-0.9	-9.4	-16.5	-26.3	-9.0	2.7
CCC(=O)Nc1nc2ccccc2n1Cc1ccccc1Cl	-1.2	3.8	49.8	2.1	17.1	-23.5	-8.8	34.4	2.6
CCn1c(CNc2ccc(OC)cc2)nnc1SCC(=O)c1ccc(OC)cc1	-0.9	-2.0	-11.9	-1.7	0.1	1.3	1.6	-7.7	-1.5
O=C1CC(=O)C(n2cncn2)C(c2ccc(Cl)cc2)C1 (configuration not stated)	-6.4	0.9	-7.0	-1.1	5.6	-4.2	-15.1	-2.9	11.9
Cc1ccc(CNC(=O)c2nc3nc(C)cc(C)n3n2)cc1	0.3	8.5	18.7	-0.6	-8.0	8.4	-1.2	6.7	-1.4
